# Compound activity as filed in PubChem BioAssay.
# CHRM1 PAM: potentiates human M1 receptor response to acetylcholine; P11229; CHO-K1 hM1, Fluo-8 calcium fluorescence, ACh EC20; 0% = ACh EC20, 100% = maximal ACh; activation, % at 3 µM; 360,000 tested, 0.088% active; in the data active = activation above about 19%, passing the limit was not always enough
# Target sequence (P11229 whole entry, looked up): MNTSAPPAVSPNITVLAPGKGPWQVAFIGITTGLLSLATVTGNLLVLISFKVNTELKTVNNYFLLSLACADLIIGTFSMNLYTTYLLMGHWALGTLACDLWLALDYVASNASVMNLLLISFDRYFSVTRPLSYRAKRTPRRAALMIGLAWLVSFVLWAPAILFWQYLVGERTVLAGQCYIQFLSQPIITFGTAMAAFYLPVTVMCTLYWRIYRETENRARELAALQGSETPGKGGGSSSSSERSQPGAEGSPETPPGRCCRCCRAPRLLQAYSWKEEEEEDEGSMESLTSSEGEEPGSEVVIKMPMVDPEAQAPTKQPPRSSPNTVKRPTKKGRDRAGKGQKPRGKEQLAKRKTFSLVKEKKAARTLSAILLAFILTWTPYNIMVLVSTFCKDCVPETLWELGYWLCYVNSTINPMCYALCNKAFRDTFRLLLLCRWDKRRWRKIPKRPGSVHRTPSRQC
# TAAR1 antagonist: antagonists of human TAAR1. Q96RJ0. CHO RD-HGA16 TAAR1, Fluo-8 calcium fluorescence, antagonist. inhibition, % at 3 µM. 360,000 tested, 1.5% active. AID 624466;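 active = inhibition above a per-plate cutoff, the mean inhibition of test compounds on that plate plus 3 SD, cut at about 49% in these data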;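 also: 0% = DMSO plus EC80 beta-PEA response and 100% = DMSO alone without agonist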
#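 Material: CHO RD-HGA16 cells bearing hTAAR1; compound dosing: one-point dosing, 3 µM nominal final; schedule: dye loading 75 min at 37 °C, then 30 min room temperature; measured by: calcium fluorescence with Fluo-8; control set: vehicle and agonist controls; replication: n of 1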
# OXTR ag: agonists of human oxytocin receptor | P30559 | CHO-OTR cells, Fluo-8 calcium fluorescence; normalized: DMSO 0%, oxytocin 100% | activation, % at 3 µM | 320,000 tested, 0.32% active;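 active = activation above the mean of all tested compounds plus 3 SD, cutoff set per screening run, cut at about 20% in these data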;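 also: peak over basal fluorescence ratio from a 100 s FLIPR kinetic read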
# CHO parental Ca: counter-screen: ATP calcium response change in parental CHO cells. parental CHO-K1, ATP-induced calcium, Fluo-8 fluorescence. inhibition, % at 5.6 µM. 330,000 tested, 0.63% active. AID 463079;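 active = inhibition above that plate's mean sample inhibition plus 3 SD, cut at about 26% in these data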;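 also: 0% = ATP-challenged DMSO wells and 100% = DMSO wells without ATP; some compounds past the cut are filed as inactive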
#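 material = parental CHO cells | also added = ATP as calcium-mobilizing challenge | dosing = single point at 5.6 µM | detection = intracellular calcium via Fluo-8 no-wash fluorescent dye | read-out = % inhibition | benchmarks = low control ATP plus DMSO, high control DMSO only | repeats = one well per compound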
# OXTR potentiator: potentiators of human oxytocin receptor | P30559 | activation, % at 3 µM | CHO-OTR cells, Fluo-8 calcium fluorescence, potentiator mode; 0% = oxytocin EC15, 100% = EC100 | 320,000 tested, 0.061% active;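 active = activation above that plate's cutoff, the mean activation of tested compounds plus 3 SD, cut at about 6.6% in these data, passing the limit was not always enough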;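 also: 100% uses oxytocin at 75 nM as the full agonist control; some results filed as inactive read as strong as hits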
#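 Dosing: Single dose, 3.0 µM nominal final compound concentration | Material: Human OTR in CHO cells | Technique: Kinetic Fluo-8 calcium fluorescence | Benchmarks: EC15 oxytocin alone as 0%, 75 nM oxytocin as 100% | Probe or stimulus: Oxytocin at about EC15, sub-maximal agonist stimulus | Incubation: Compound 6 min at room temperature before oxytocin, 100 s read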
# V1aR counter: V1a receptor agonism, counter-screen for OXTR agonists; P37288; CHO-V1R cells, Fluo-8 calcium fluorescence, agonist mode; 0% DMSO, 100% 3 nM vasopressin; activation, % at 3 µM; 320,000 tested, 0.25% active; AID 2797;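 active = activation above the mean activation of all tested compounds plus 3 SD, per screening run, cut at about 20% in these data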;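 also: signal is peak over basal fluorescence ratio across a 100 second FLIPR read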
# Target sequence (P37288 whole entry, looked up): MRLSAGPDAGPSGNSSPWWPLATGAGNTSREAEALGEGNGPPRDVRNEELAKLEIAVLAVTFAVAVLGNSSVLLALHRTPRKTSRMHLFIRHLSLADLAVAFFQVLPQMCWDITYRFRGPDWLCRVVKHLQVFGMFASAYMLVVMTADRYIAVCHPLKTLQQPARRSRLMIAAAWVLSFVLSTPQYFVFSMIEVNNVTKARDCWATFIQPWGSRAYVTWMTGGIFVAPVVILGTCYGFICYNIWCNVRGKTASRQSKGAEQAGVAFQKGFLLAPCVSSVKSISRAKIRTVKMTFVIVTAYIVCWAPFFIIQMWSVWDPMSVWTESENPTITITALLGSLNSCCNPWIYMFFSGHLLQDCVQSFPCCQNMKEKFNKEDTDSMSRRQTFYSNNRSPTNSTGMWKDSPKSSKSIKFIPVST
# CHRM1 agonist: activates human CHRM1 receptor | P11229 | CHO-K1 hM1, Fluo-8 calcium fluorescence, agonist mode; 0% DMSO, 100% acetylcholine EC100 | activation, % at 3 µM | 360,000 tested, 0.33% active | AID 588814;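 active = activation above the run's mean compound activation plus 3 SD, cut at about 16% in these data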;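 also: peak over basal fluorescence ratio within a 140 s kinetic read after compound addition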
# TAAR1 agonist: agonists of human TAAR1; Q96RJ0; CHO RD-HGA16 TAAR1, Fluo-8 calcium fluorescence; vehicle wells 0%, saturating PEA agonist 100%; activation, % at 3 µM; 360,000 tested, 0.99% active;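 active = activation above the mean activation of all test compounds in the run plus 3 SD, cut at about 38% in these data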
#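 Test system: RD-HGA16 (CHO) cells co-expressing Gα16 and hTAAR1 / Benchmarks: DMSO vehicle as 0%, PEA at EC100 as 100% / Repeats: no replicates (n 1) / Measure: % activation from peak over basal fluorescence ratio, DMSO-to-PEA scaled / Timing: 17-24 h plating, Fluo-8 75 min 37 °C, 30 min RT / Technique: kinetic Fluo-8 calcium fluorescence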
# CHRM1 antagonist: blocks human M1 muscarinic receptor. P11229. CHO-K1 hM1, Fluo-8 calcium fluorescence, ACh EC80 antagonist. inhibition, % at 3 µM. 360,000 tested, 1.3% active. AID 588852;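 active = percent inhibition above its own plate's cutoff, namely the mean of that plate's compound wells plus 3 SD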;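 also: peak over basal fluorescence ratio during 140 s after agonist addition; 0% = ACh EC80 plus DMSO and 100% = DMSO alone without agonist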
# Numbers without * were called inactive; . = no result given. No enrichment for hits; overall some 3.7% were active at least once.
SMILES,CHRM1 PAM,TAAR1 antagonist,OXTR ag,CHO parental Ca,OXTR potentiator,V1aR counter,CHRM1 agonist,TAAR1 agonist,CHRM1 antagonist
CCOC(=O)N1CCN(C(=O)CN(CC)S(=O)(=O)c2cc(C)ccc2OC)CC1,10,-6,0.5,-4,-2,-0.1,0,2,-5
O=C(NCc1cc(C(F)(F)F)ccc1Cl)c1cccc2c1C(=O)c1ccc(N3CCCCC3)cc1S2(=O)=O,10,36,6.7,-32,-7,3.8,-2,9,-7
O=C(OCc1cc2ccccc2[nH]c1=O)c1ccncc1,11,-6,0.8,-9,-7,0.6,-4,2,2
CC(C)CC[n+]1ccccc1/C=C/c1ccc(N(C)C)cc1,-13,29,13,61*,-18,12,9,19,29*
CCOc1ccc(NC(=O)CSc2nc3[nH]ncc3c(=O)n2-c2ccccc2OC)cc1,8,-11,-0.6,-14,2,1.3,-6,-3,-6
CCS(=O)(=O)N1CCN(c2c(Cl)cccc2[N+](=O)[O-])CC1,5,5,1.3,-3,-12,2.3,-2,7,-7
NC(=S)NN=CCn1cc([N+](=O)[O-])c(=O)[nH]c1=O,1,-20,.,.,.,.,-2,0,-10
CN(Cc1ccccc1)C(=O)c1[nH]c(C(F)(F)F)nc1-c1ccccc1,1,7,.,.,.,.,0,0,-30
Cc1ccc(C)c(N2N=C(C(=O)OCC(=O)N(C)c3ccccc3)CCC2=O)c1,1,-12,.,.,.,.,-1,5,0
CO[C@H]1CC[C@@]2(C)[C@@H](CC[C@@H]3[C@@H]2CC[C@@]2(C)[C@H]3C[C@H](C(=O)N[C@@H](CCCN=C(N)N)C(=O)NCC(=O)N[C@@H](CC(=O)O)C(N)=O)O[C@]23CCCO3)C1,8,.,.,3,.,.,1,.,-5
CCC(CC)Nc1ccc(C(CC(N)=O)NC(=O)Cc2ccc(Br)cc2)cc1[N+](=O)[O-] (configuration not stated),13,14,0.5,-12,-2,0.6,-5,27,-9
CCOc1ccccc1N1CCN(C(=O)/C=C/c2cccc([N+](=O)[O-])c2)CC1,5,-44,-2.0,-20,-2,0.3,-8,-1,-6
O=C(NC1CCCC1)c1ccc(CSc2nc3ccncc3n2Cc2ccc(F)cc2)cc1,-1,-12,0.2,-27,-3,1.3,-13,1,-1
CCCn1cnnc1CNC(=O)C1CCC(=O)N(CCCc2ccccc2)C1 (configuration not stated),-8,-18,0.3,-14,-1,0.3,1,2,3
CC1(C)CC(C(CC(=O)O)c2ccccc2)CCO1 (configuration not stated),-2,0,1.2,-13,-2,1.0,-2,2,-2
O=C(c1ccc(COc2ccccc2Br)o1)N1N=C(C(F)F)CC1(O)C(F)F (configuration not stated),-18,10,-0.1,-14,-6,-0.8,-14,-1,8
Cc1cc(C)n(CC(=O)NNC(=O)c2ccc(S(C)(=O)=O)cc2)n1,5,-22,1.4,-6,-3,0.8,0,1,-8
COc1ccc(Cn2c(C)nc3ccc([N+](=O)[O-])cc3c2=O)cc1,-8,6,6.6,6,-12,8.8,-3,2,7
COC(=O)c1ccc(N2CCN(C)CC2)c(NC(=O)c2cccs2)c1,11,-25,0.9,-13,-10,0.5,-4,6,-6
COc1ccc(OC)c(C2=NS(=O)(=O)N(C)C(C(=O)Nc3cccc(C(C)=O)c3)=C2)c1,1,42,2.8,-19,-5,5.7,-1,10,1
COc1ccc(OC)c(/C=N/NC(=O)C(=O)N2CCCCCC2)c1,5,-30,-0.2,5,4,-1.0,-2,2,1
CC(=O)c1ccc(NC(=O)c2cc(S(=O)(=O)N3CCOCC3)ccc2C)cc1,5,-9,2.3,-13,-2,3.8,-3,3,-8
Cc1ccccc1NC(=S)NCCc1c[nH]c2ccccc12,-5,15,2.4,-3,0,1.8,-7,1,0
CCc1nc(SCC(=O)Nc2ccc(N(CC)CC)cc2)n[nH]1,9,-12,.,.,.,.,-1,6,0
O=C1NC(=Nc2ccccc2Cl)S/C1=C\c1cccc([N+](=O)[O-])c1O,10,41,-0.9,5,-20,-1.2,-3,-4,-12

# An excerpt from above in order of number of heavy atoms, largest number first:
SMILES,CHRM1 PAM,TAAR1 antagonist,OXTR ag,CHO parental Ca,OXTR potentiator,V1aR counter,CHRM1 agonist,TAAR1 agonist,CHRM1 antagonist
Cc1ccc(C)c(N2N=C(C(=O)OCC(=O)N(C)c3ccccc3)CCC2=O)c1,1,-12,.,.,.,.,-1,5,0
COc1ccc(OC)c(/C=N/NC(=O)C(=O)N2CCCCCC2)c1,5,-30,-0.2,5,4,-1.0,-2,2,1
CC(C)CC[n+]1ccccc1/C=C/c1ccc(N(C)C)cc1,-13,29,13,61*,-18,12,9,19,29*
CCS(=O)(=O)N1CCN(c2c(Cl)cccc2[N+](=O)[O-])CC1,5,5,1.3,-3,-12,2.3,-2,7,-7

# Remaining list, next part.
SMILES,CHRM1 PAM,TAAR1 antagonist,OXTR ag,CHO parental Ca,OXTR potentiator,V1aR counter,CHRM1 agonist,TAAR1 agonist,CHRM1 antagonist
NC(=O)COc1ccccc1,12,-35,0.1,-9,2,-0.1,-1,4,-19
CCN(CC(=O)Nc1cc(Cl)ccc1C)C(=O)CC1CCCC1,10,-11,-1.5,-24,-2,-1.0,-6,6,-8
Cc1ccc2c(c1)nnn2C1CCN(C(=O)C2CCCCC2)CC1,1,0,0.7,-16,-17,1.3,-3,5,-4
O=C(O)C(Cc1ccccc1)n1cccc1 (configuration not stated),3,6,0.4,-9,-10,1.5,0,4,-1
O=C(NCCOc1ccc(Cl)cc1)c1ccco1,6,-14,0.6,6,-2,-0.2,-2,-1,-3
C=CCOCCN1C(=O)C2C3C=CC(C2C1=O)C1C2C(=O)N(CCOCC=C)C(=O)C2C31 (configuration not stated),5,3,0.3,0,-2,0.6,-3,3,-7
CN(c1ccccc1C(=O)Nc1cccc([N+](=O)[O-])c1)S(=O)(=O)c1ccccc1,-1,-10,.,.,.,.,-6,1,-10
O=C(Cc1ccccc1)NC1c2ccccc2-c2ccccc21,9,16,-0.9,-12,-8,1.1,-8,3,-8
CC(=O)Nc1cc(-c2nn(CC(=O)N3CCCCC3)c(=O)c3ccccc23)ccc1N1CCOCC1,7,-13,-0.3,-9,-6,0.9,-5,3,-12
COc1ccc(CNC(=O)c2ccc(S(=O)(=O)N3CCOCC3)cc2)cc1,-4,-24,.,.,.,.,-1,5,2
CCc1cccc(C)c1NC(=S)N(CCN(C)C)C(C)c1ccco1 (configuration not stated),7,1,-1.7,-12,-2,-0.8,-5,1,-7
CC(C)(C)c1cc(C(=O)NCC(=O)OCC(=O)c2cccc([N+](=O)[O-])c2)cc(C(C)(C)C)c1,5,-35,-1.7,-16,-10,-0.5,-8,-1,-6
CC(C)(C)C(C(=O)Oc1ccccc1)c1ccccc1 (configuration not stated),-8,22,-0.3,-16,1,0.6,-4,16,12
CCN(CC(=O)Nc1ccc2c(c1)OCCO2)C(=O)/C=C/c1ccccc1,12,-11,-1.4,10,-3,-1.6,-9,0,-7
CCOc1ccc(NC(=O)C(c2ccccn2)N(C(=O)CCl)c2ccc(OC)cc2)cc1 (configuration not stated),0,-3,1.7,23,0,0.2,-1,0,-5
CC(=O)Nc1cc(-c2ccccc2F)cn2c(-c3ccccc3)cnc12,-1,68*,.,.,.,.,-5,4,-2
NC(=O)C(c1ccc(F)cc1)c1ccc(C(=O)c2ccccc2)cc1 (configuration not stated),6,20,14,1,-22,9.6,3,20,0
FC(F)(F)c1cccc(NC(=S)NC2CCCC2)c1,-14,14,7.7,7,-10,8.0,-4,5,18
O=C(Nc1scc(-c2ccccc2)c1C(=O)O)c1ccco1,7,7,-1.9,-9,-10,-0.8,-5,12,-9
COc1cc(/C=N/NC(=O)/C(=C\c2ccc3c(c2)OCO3)NC(=O)c2ccccc2)ccc1O,5,4,-0.2,-25,-4,1.0,-7,13,2
COc1ccc(-n2nc(C(=O)NCC(=O)N(C)Cc3ccccc3)c3ccccc3c2=O)cc1,-10,46,-2.3,-16,-3,-1.3,-6,5,15
O=C(COC(=O)c1ccc(Cl)nc1)NNC(=O)c1ccc(Cl)cc1,8,-21,-0.9,-7,3,0.3,-4,0,-9
Cc1ccc2c(cnn2C(=O)CCCC(=O)NCc2ccc(F)cc2)c1,5,-9,-1.4,-6,-5,1.2,0,-2,-10
O=C(CN(C(=O)c1csnn1)c1cccc(C(F)(F)F)c1)NCc1ccc(F)cc1,4,-5,2.0,-11,-6,0.1,1,4,-6
CC(=O)OCC(OC(C)=O)C(OC(C)=O)C(OC(C)=O)C(=O)Nc1ccc(C)cc1C (configuration not stated),7,-10,1.2,-4,6,-0.7,-3,13,-8
SMILES,CHRM1 PAM,TAAR1 antagonist,OXTR ag,CHO parental Ca,OXTR potentiator,V1aR counter,CHRM1 agonist,TAAR1 agonist,CHRM1 antagonist
O=C(Nc1nnc(-c2ccccn2)o1)c1cccc(Br)c1,-4,-12,2.5,-15,3,4.6,0,3,2
CCCC(C(=O)Nc1ccc(S(=O)(=O)N2CCOCC2)cc1)c1ccccc1 (configuration not stated),1,57*,28*,11,-16,20*,20*,96*,7
O=C1CC(c2ccccc2)CC(=O)N1c1ccccc1,9,11,-0.8,-4,-5,0.5,-2,1,-13
CCOC(=O)c1cc(C(=O)c2cc(Br)ccc2O)coc1=N,0,-10,0.9,-6,-10,-0.1,-3,2,9
COc1ccc2oc(C(=O)OCC(=O)NCCc3ccc(S(N)(=O)=O)cc3)c(C)c2c1,-3,-1,0.1,-9,-7,-0.1,-1,1,6
Cc1cc(OCC(=O)NC(Cc2ccc(Cl)cc2)C(=O)O)c2c(C)cc(=O)oc2c1 (configuration not stated),-3,-1,1.2,-9,3,2.4,-2,1,1
Cc1ccc(Cl)c(OCCCCN(C)Cc2ccccc2)c1,-26,-13,2.8,-16,-3,1.2,-6,26,37*
CN=C1S/C(=C\c2cn(CC(=O)OC)c3ccccc23)C(=O)N1C,6,-2,-0.9,-16,0,0.1,-9,6,-7
CCCn1c(N)c(NCCN2CCOCC2)c(=O)[nH]c1=O,6,18,-1.4,-7,-14,0.5,0,8,-2
O=C(NCc1ccccn1)c1c(O)c2c([nH]c1=O)CCCC2,7,-6,-0.6,-3,-6,-0.2,1,3,-10
COCC(C)NC(=O)C1CCN(S(=O)(=O)c2ccc3ccccc3c2)CC1 (configuration not stated),-4,-8,-1.0,-24,2,0.7,-5,1,7
COc1ccc(C)cc1S(=O)(=O)N1CCC(C(=O)N2CCOCC2)CC1,11,-26,0.8,-10,-3,0.1,-3,21,-12
